TbPYK inhibitor: T. brucei pyruvate kinase inhibition; Q57TT1; TbPYK enzyme, Kinase-Glo Plus ATP luminescence, 45 min; Potency, µM (top dose mostly 76.8 µM), for inactives: at the top dose activity, negative = inhibition, most hits filed as inhibitors; actives 0.12% (n = 410,000); AID 624173; active = well fitted inhibition curve with a large enough effect; inconclusive = small, poorly fitted or top-dose-only effect; also: nearly all actives have a fitted effect of over 50% in size
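TbPYK + substrate in 50 mM TEA pH 7.2, 100 mM KCl, 10 mM MgCl2, 0.05% BSA, 0.01% Tween-20; cpd pinned; ADP 130 uM final; 45 min RT; Kinase-Glo Plus 10 min; luminescence endpoint.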
The depositor's hits bear a star; u = inconclusive; [ ] = dose if it differs, or a comment. % is scaled to controls: 0 for no effect and ±100 for the full control effect; potency is read from the fitted curve at half-maximal effect.

SMILES | TbPYK inhibitor
CCCCCCCCN1C(=O)[C@H](CC(=O)N2CCCC2)C[C@@]2(C(=O)OC)CCCCC=C12 | -9.9%
CCOC(=O)c1ccc(NC(=O)c2ncn3c2C(=O)NC[C@@H]3C)cc1 | 7.2%
Cc1ccc(S(=O)(=O)NC(=O)C2(C)CCN2C(=O)C2(c3ccc(Cl)cc3)CCC2)nc1 (stereo not drawn) | 4.0%
CNC(=O)c1ccc2c(c1)N=C(C)c1cc(C)ccc1S2 | 0.5%
CCc1ccc(NC(=O)c2sc3nc(C)cc(C)c3c2NC(=O)c2ccccc2OC)cc1 | -2.3%
Clc1ccc(-c2cn3cc(Cc4ccccc4)sc3n2)cc1 | 3.1%
Cc1ccc(NC(=O)/C(C#N)=C/c2cc(C)n(-c3ccc(Br)cc3)c2C)cc1C | u
COc1ccc(N2CCN(c3nc(-c4ccccc4F)nc4ccccc34)CC2)cc1 | -0.8%

Next part:
SMILES | TbPYK inhibitor
Cc1ccc(Cn2c(C(=O)NCc3ccccc3Cl)cc3sccc32)cc1 | -1.5%
CN(C)C1CN(Cc2cn(Cc3cccc(C(F)(F)F)c3)nn2)S(=O)(=O)C1 (stereo not drawn) | -8.1%
CCN1CCN(Cc2c(O)ccc3oc(C)c(C(=O)Nc4ccc(OC)c(Cl)c4)c23)CC1 | 0.0%
C=CCOC(=O)C1=C[C@H](c2ccc(Br)cc2)C[C@H](OCc2ccc(CO)cc2)O1 | -0.8%
O=C(Cc1ccc([N+](=O)[O-])cc1)NCCS(=O)(=O)N1CCN(c2ccccc2)CC1 | -2.1%
N#CCCN(Cc1ccccc1)C(C(=O)NC1CCCCC1)c1cc2ccccc2o1 (stereo not drawn) | 0.3%
N#C/C(=C/c1ccc(N2CCCCCC2)o1)c1ccc(F)cc1 | u
O=C(COC(=O)c1cc(Br)ccc1O)NCCC1=CCCCC1 | -0.4%

Next part:
SMILES | TbPYK inhibitor
O=C(Nc1cccc(F)c1)N1CCC2(CCNCC2)CC1 | -7.1%
CC(C)(C)c1ccc(C(=O)N2CCCCC2CCN2CCCCC2)cc1 (stereo not drawn) | -13.6%
CCOc1ccc(OCC)c(NC(=O)C(NS(=O)(=O)c2ccc(Br)s2)c2ccccc2)c1 (stereo not drawn) | 0.3%
CCc1cccc(CC)c1N(COC)C(=O)Cn1c(C)nc2ccccc21 | u
COc1ccc(CCNC(=O)C(=O)NCC(c2ccco2)S(=O)(=O)c2ccccc2)cc1 (stereo not drawn) | 8.0%
CCOc1ccc(-c2nc(SCC(=O)NCCOC)c(-c3ccc(OC)c(OC)c3)[nH]2)cc1 | -1.0%
Cc1ccc2nc(Nc3ccc(Br)cc3)nc(-c3ccccc3)c2c1 | 2.8%
CC(=O)N1c2ccc(S(=O)(=O)N3CCCCCC3)cc2CC1C(=O)NCc1cccc(F)c1 (stereo not drawn) | -2.0%

(more compounds)
SMILES | TbPYK inhibitor
CCOC(=O)c1c(NC(=O)c2cc(=O)c3ccc(C)cc3o2)sc(C)c1C | 2.2%
C[C@@H]1CN([C@H](C)CO)C(=O)CCCn2nncc2CO[C@H]1CN(C)C | 6.5%
CCc1ccc(NC(=O)c2cc(S(=O)(=O)N3CCCC(C)C3)cn2C)cc1 (stereo not drawn) | -1.4%
O=C(Cn1c(=O)n(-c2ccc(Cl)cc2)c(=O)c2oc3ccccc3c21)Nc1ccccc1 | 1.1%
O=c1[nH]c2cc(Cl)c(Cl)cc2o1 | -2.4%
CC(C)OC(=O)C(C(=O)C(F)(F)F)c1cc(NS(=O)(=O)c2ccc3c4c(cccc24)C(=O)N3)ccc1O (stereo not drawn) | -11.9%
CC(C)(C)NC(=O)C1c2ccccc2OCC(=O)N1Cc1ccccn1 (stereo not drawn) | -2.9%
Cn1c(=O)c2c(-c3ccccc3)n(-c3cc([N+](=O)[O-])ccc3O)cc2n(C)c1=O | -15.4%

Additional structures follow:
SMILES | TbPYK inhibitor
Clc1ccc(C=NN2CCCCCC2)cc1Cl | -3.0%
N#Cc1cccc(NC(=O)c2cc(C3CCCCN3C(=O)c3cccs3)on2)c1 (stereo not drawn) | -2.4%
Cc1cccc(NC(c2nnc(-c3ccccc3)o2)c2ccc(F)cc2Cl)c1C (stereo not drawn) | 5.5%
COc1ccc(-c2cc(NC=O)c3ncc(-c4cccc(OC)c4)n3c2)cc1 | -12.4%
O=C(CN1C(=O)COc2ccc(S(=O)(=O)N3CCCC3)cc21)N1CCN(c2ccc(Cl)cc2)CC1 | 6.1%
O=C(NCc1ccccc1)c1cc(C2COCCN2C(=O)c2ccc3c(c2)CCO3)on1 (stereo not drawn) | 5.3%
Cc1nn(-c2ccc(N3CCCC3)nn2)c(C)c1CCC(=O)NCc1ccccc1F | 3.4%
COc1cc(C2C(=O)N(C3CCCCCC3)CC(=O)N2CCc2ccccc2)ccc1OC(C)C (stereo not drawn) | 3.7%

Other results:
SMILES | TbPYK inhibitor
CCCCn1nnnc1C(c1cc2ccccc2o1)N1CCN(c2ccncc2)CC1 (stereo not drawn) | 3.0%
S=C(NCCCN1CCOCC1)NN=C1c2ccccc2-c2ccccc21 | 2.5%
C[C@H](CO)N1C[C@H](C)[C@H](CN(C)Cc2ccc(Oc3ccccc3)cc2)Oc2cc(Br)ccc2S1(=O)=O | 6.6%
N#CC(=C1C=C(Br)C(=NO)C=C1Cl)c1ccc(Cl)cc1 | -17.9%
CN1CCN(C(=O)c2cccc(-c3cccc4nccn34)c2)CC1 | -7.7%
CCOc1ccc(NC(=O)c2c(NC(=O)Cc3ccccc3)sc3c2CCCCC3)cc1 | -34.0%
CCC/C=C/c1ccc(CN2C(C(C)C)C(=O)N(Cc3cn(CCOCOC)nn3)CCS2(=O)=O)cc1 (stereo not drawn) | -2.3%
COc1cccc(CNC(=O)c2cc(S(=O)(=O)N3CCCCC3)cn2C)c1 | 0.2%

(next part)
SMILES | TbPYK inhibitor
CC(C)Oc1ccc(CNC(=O)c2cccc(NC(=O)N3CCSc4ncccc43)c2)cc1 | 3.9%[15.4 µM]
Cc1ccc(CNC(=O)Cn2c(=O)n(Cc3ccccc3)c(=O)c3c2c2cc(C)ccc2n3C)cc1 | -11.4%
CCOC(=O)c1cc2c(=O)n3ccccc3nc2n(CC2CCCO2)c1=NC(=O)c1ccc(F)cc1 (stereo not drawn) | -1.6%
COc1cccc(NC(=O)c2nn(-c3ccc(C)cc3)c(=O)n(C)c2=O)c1 | 3.5%
COc1ccc2c(c1)C1OCCC1C(c1ccco1)N2 (stereo not drawn) | -22.5%
C[C@H](CO)N1C[C@H](C)[C@H](CN(C)C(=O)N[C@H](C)c2ccccc2)OCc2ccccc2-c2c(n(C)c3ccccc23)C1=O | -2.1%
Cc1ccc(CNC(=O)CSc2cc(C)[nH]c(=O)n2)cc1 | -5.3%
Cc1c(C(=O)NC2CC(C)(C)NC(C)(C)C2)oc2c(Cl)cccc12 | -11.3%

Continued.
SMILES | TbPYK inhibitor
COC(=O)c1ccc2nc(-c3ccccc3)c(Cc3ccc(C)cc3)n2c1 | 2.9%
Nc1nc2ccc(Cl)cc2[nH]1 | 1.8%
NC(Cc1ccc(C(F)(F)F)cc1)c1csc(Nc2nccc(C(F)(F)F)n2)n1 (stereo not drawn) | -1.6%
O=C(NC1CCCC1)c1ccc2c(c1)N(Cc1ccc(C(F)(F)F)cc1)C(=O)c1ccccc1S2 | 4.7%
COCC(=O)N1CCC2(CCCN(Cc3cc(C(F)(F)F)cc(C(F)(F)F)c3)C2)CC1 | -6.8%
Cc1ccc(NC(=O)NCCc2c(C)nn(C)c2C)c(Cl)c1 | 2.5%
COc1ccccc1CNC(=O)c1ccc(CS(=O)(=O)c2c(Cl)cccc2Cl)o1 | 0.2%
CCOc1ccccc1NC(=O)c1cc2c(Cl)nc3ccccc3c2s1 | -2.2%

Four of these compounds, reformatted:
> C=CCOC(=O)C1=C[C@H](c2ccc(Br)cc2)C[C@H](OCc2ccc(CO)cc2)O1
  TbPYK inhibitor: -0.8%
> N#C/C(=C/c1ccc(N2CCCCCC2)o1)c1ccc(F)cc1
  TbPYK inhibitor: u
> CCc1ccc(NC(=O)c2sc3nc(C)cc(C)c3c2NC(=O)c2ccccc2OC)cc1
  TbPYK inhibitor: -2.3%
> COc1cc(C2C(=O)N(C3CCCCCC3)CC(=O)N2CCc2ccccc2)ccc1OC(C)C (stereo not drawn)
  TbPYK inhibitor: 3.7%

Next results:
molecule	TbPYK inhibitor
COc1ccc(N2CCN(C(=O)c3cc4ccc5cccnc5c4[nH]3)CC2)cc1	-8.4%
COc1ccc(Nc2nc(-c3ccc(C)cc3)nc3ccccc23)c(OC)c1	-6.3%
Cc1cccc(Cn2c(CNS(=O)(=O)c3ccc4c(c3)CCCC4)nc3cccnc32)c1	3.5%
O=C(CNc1cccc(S(=O)(=O)N2CCCCC2)c1)Nc1ccc(C(F)(F)F)cc1	6.3%
Cc1ccccc1-c1csc(N)n1	6.5%
CCOC(=O)Cn1nc2oc(=O)c(CCN3CCN(c4ccccc4OC)CC3)c(C)c2c1C	4.0%
CC12CCC(=O)CC1CCC1C2C(=O)CC2(C)C1CCC2(C)O (stereo not drawn)	-2.5%
C/C=C/c1cccc(-c2nc(C(=O)N3CCOCC3)cc3c2[C@@H](CCO)N(C(=O)NC(C)C)C3)c1	0.2%

(more compounds)
molecule	TbPYK inhibitor
CCOC(=O)c1c(-c2ccc(Br)cc2)csc1NC(=O)c1ccc(F)cc1	-10.5%
O=c1[nH]c2ccc(Br)cc2c(=O)o1	1.3%
COc1cc(-c2nc(C(N)=O)c3c(n2)n(-c2cccc(C)c2)c(=O)n3C)cc(OC)c1OC	2.5%
CCCCCCNC(=O)O[C@]12C[C@@H](C(=O)OC)[C@@H](C(=O)OC)C[C@@]1(O)CN(S(=O)(=O)c1ccc(C)cc1)C2	-4.0%
COc1ccccc1CNC(=O)CCCCn1c(=O)c2ccccc2n(Cc2ccccc2F)c1=O	1.3%
Cc1noc(NS(=O)(=O)c2ccc(NS(=O)(=O)c3ccc(C(C)(C)C)cc3)cc2)c1C	0.2%
COc1ccc(-c2nc3ccccc3o2)cc1NC(=O)c1cc([N+](=O)[O-])ccc1N1CCOCC1	-1.1%
COc1ccc(C(=O)N2CCC(C(=O)Nc3ccccc3Cl)CC2)cc1	-8.2%

Remaining list, next part
molecule	TbPYK inhibitor
COC(=O)N1CCC2(CCCN(C(=O)Nc3ccc(OC)cc3)C2)CC1	0.0%
Cc1ccc(C)c(NS(=O)(=O)c2ccc3c(c2)n(C)c(=O)n3C)c1	2.1%
O=C(CCCn1c(=O)c2cccn2c2cccnc21)Nc1ccccc1C(F)(F)F	-1.8%
CCOC(=O)N1CCc2c(sc3c2C(=O)NC(c2cc(OC)c(OC)c(OC)c2)N3)C1 (stereo not drawn)	3.0%
Cc1cccc(NC(=O)CSc2nc(=O)n(Cc3ccccn3)c3c2CCC3)c1C	-1.3%
Cn1cc(-c2ccc3c(c2)OCO3)c2ccccc21	1.0%
Fc1ccc2nncc(SCc3ccccc3Cl)c2c1	3.7%
CN1CCCC1=Nc1ccccc1	-2.1%

(continued)
molecule	TbPYK inhibitor
O=C(Nc1ccc(Br)cc1F)c1ncoc1-c1ccco1	-20.8%
C[C@H](CO)N1C[C@H](C)[C@@H](CN(C)S(=O)(=O)c2ccccc2F)Oc2ncc(C#Cc3cccnc3)cc2C1=O	-2.4%
CCC(=O)N1c2ccccc2CC1C(=O)NCCN1CCN(c2cc(Cl)ccc2C)CC1 (stereo not drawn)	-8.1%
CC(C)C[C@@H](CN1CCCC1CN1C(=S)NC[C@@H]1Cc1ccc(O)cc1)N1C[C@H](Cc2ccc(O)cc2)N(CC2CCCCCC2)C1=S (stereo partly drawn)	0.4%
O=C(NCCOc1ccccc1)C1CCC(=O)N(CCCN2CCOCC2)C1 (stereo not drawn)	-0.8%
CC(=O)CC(c1ccc2c(c1)OCO2)c1c(O)c2ccccc2oc1=O (stereo not drawn)	-9.6%
COC(=O)c1cc2sc(C)cc2n1CC(=O)Nc1cccc(SC)c1	0.7%
OC[C@@H]1CN(Cc2ccc(F)cc2)C[C@H](n2cnc3c(NC4CC4)ncnc32)O1	-1.6%

The listing continues:
molecule	TbPYK inhibitor
NC(=S)NN=C1CCCCCCCCC1	-9.0%
CCc1ccc(NC(=O)C(CC)n2c(=O)c(-c3ccccc3NC(C)=O)nc3ccccc32)cc1 (stereo not drawn)	-0.2%
O=C(NCc1ccccc1)c1cccc(Nc2nc3ccccc3n3nnnc23)c1	3.1%
Oc1ccc(CCNCc2cc3c(cc2Br)OCO3)cc1	-7.0%
O=C(Cn1nc(-c2ccccc2)ccc1=O)NCc1ccc(F)cc1Cl	3.0%
COCCNC(=O)CSc1nc(-c2ccc(C)cc2)nc2c1c(=O)n(C)c(=O)n2C	2.8%
CCn1cc(/C=C(\NC(=O)c2ccccc2)C(=O)NCCN2CCOCC2)c2ccccc21	-0.4%
COCCN(C(=O)COC(=O)/C=C/c1ccc(Cl)c(Cl)c1)c1c(N)n(Cc2ccccc2)c(=O)[nH]c1=O	-1.4%

Next part:
molecule	TbPYK inhibitor
Cc1ccc(S(=O)(=O)Nc2cc(Cl)c3oc4c(c3c2)CCCC4)cc1	3.4%
CCOC(=O)c1cccc(NC(=O)c2cnc(N3CCCCC3)c3ccccc23)c1	-3.2%
COc1ccc(-n2c(=O)c3ccc(C(=O)NCc4ccc(C)cc4)cc3n(Cc3ccc(F)cc3Cl)c2=O)cc1	-4.0%
Nc1ccn([C@@H]2O[C@H](C(=O)Nc3ccc(C(=O)N4CCCCC4)cc3)[C@@H](O)[C@H]2O)c(=O)n1	5.3%
COc1cccc(CNC(=O)CSc2cc(C)[nH]c(=O)n2)c1	1.7%
COC(=O)[C@]12CCCCC=C1N(CCC1=CCCCC1)C(=O)[C@H](CC(=O)N1CCN(C(=O)c3ccco3)CC1)C2	-2.7%
COc1ccc(NC(=O)C2Cc3c(-c4cccc(C(C)=O)c4)ccnc3O2)cc1 (stereo not drawn)	6.7%
Brc1ccc(CNCCCSc2nnnn2-c2ccccc2)cc1	0.0%
COc1ccccc1OCCn1c(-c2ccc(Br)cc2)nc2ccccc2c1=O	-0.2%

From PubChem

Some of the compounds tested, so the mix of outcomes need not match the whole.
